Source: PubChem
GLA spleen mod = inhibitors or activators of human alpha-galactosidase in spleen homogenate; P06280; Potency, µM (doses to about 80 µM), without a hit: at the top dose activity change, negative = inhibition, hits mostly inhibitors; AID 2107; 0.008% of 240,000 active; human spleen homogenate, 4MU-alpha-Gal fluorescence, 40 min;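 note: 0% = enzyme with vehicle and -100% = no enzyme basal signal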
Target sequence (P06280 32-429 limits assumed): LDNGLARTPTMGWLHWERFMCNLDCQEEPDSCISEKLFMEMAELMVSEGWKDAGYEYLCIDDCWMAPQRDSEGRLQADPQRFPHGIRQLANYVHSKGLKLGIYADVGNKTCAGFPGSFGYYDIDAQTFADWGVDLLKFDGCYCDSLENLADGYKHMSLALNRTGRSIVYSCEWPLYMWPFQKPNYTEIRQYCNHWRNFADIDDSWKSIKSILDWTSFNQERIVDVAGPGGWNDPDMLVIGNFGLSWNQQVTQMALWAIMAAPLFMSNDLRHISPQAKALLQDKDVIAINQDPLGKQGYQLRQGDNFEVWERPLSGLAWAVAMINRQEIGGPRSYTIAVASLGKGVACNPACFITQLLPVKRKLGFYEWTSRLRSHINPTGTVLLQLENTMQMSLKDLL
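Human spleen homogenate (1 ug) as enzyme source, 4-methylumbelliferyl-alpha-D-galactopyranoside 1 mM final, citrate/phosphate pH 5.0 with 0.01% Tween-20. Compounds 40 min at 37C, NaOH/glycine stop; fluorescence Ex 365/Em 440, Hill-fit AC50.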
aGlu spleen mod = lysosomal alpha-glucosidase (human) modulation | human spleen homogenate, 4-MU-alpha-glucoside fluorescence | Potency, µM (series often up to 79.9 µM), for the others: at the top dose activity change, negative = inhibition, hits mostly inhibitors | 0.006% of 240,000 active;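 note: 0% = enzyme with vehicle and -100% = no enzyme basal signal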
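AC50 values come from Hill-equation fits of concentration-response data, normalized to no-enzyme and full-activity controls. Enzyme source: 1 ug human spleen homogenate; 1 mM fluorogenic 4-MU glucoside, pH 5.0 citrate buffer, 37 C, 40 min.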
Tau FP inhib = blocks human tau fibril formation measured by polarization; 0.39% of 280,000 active; AID 1468; P10636; Potency, µM (highest dose often 57.7 µM), inactives show at the highest dose activity, negative = inhibition, hits mostly inhibitors; K18 P301L tau heparin fibrillization, Alexa594 FP, 6 h; note: % is set by controls: 0 for no effect and ±100 for the full control effect; nearly all actives have a fitted effect of over 55% in size
Target sequence (P10636 561-689 P618L limits assumed): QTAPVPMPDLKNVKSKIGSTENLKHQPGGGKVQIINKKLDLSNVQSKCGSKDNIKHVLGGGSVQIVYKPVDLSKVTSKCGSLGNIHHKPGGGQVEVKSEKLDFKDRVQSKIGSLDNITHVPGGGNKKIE
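Compound effects on tau fibrillization are measured by Alexa 594 fluorescence polarization (ex 555, em 632 nm). K18 P301L tau is used at 15 uM with 0.24 uM labeled tracer, and 20 uM heparin induces aggregation over 6 hr at 37 C.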
Tau ThT inhib = tau fibrillization inhibition (ThT binding); Potency, µM (titrated, usually from 57.4 µM), for the others: at the top dose activity, negative = inhibition, actives largely listed as inhibitors; AID 1460; recombinant tau K18 P301L, heparin-induced fibrillization, ThT fluorescence; P10636; 2.1% of 270,000 active; note: % is set by controls: 0 for no effect and ±100 for the full control effect; nearly all actives have a fitted effect of over 55% in size
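Using a mix of unlabeled (15 uM) and Alexa 594-labeled (0.24 uM) tau K18 P301L, heparin-triggered fibrillization over 6 hr at 37 C was scored by ThT fluorescence.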
HTT cytoprotect = cytoprotection in Huntington HTT-Q103 PC12 cell model; PC12 HTT-Q103 induced, cytoprotection, ATP luminescence, 40 h; Potency, µM (series often up to 56.4 µM), for inactives: cytoprotection (ATP increase), hits mostly activators; 0.14% of 230,000 active;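 note: % of control where 0% means no effect; nearly all actives have a fitted effect of over 45% in size; toxic huntingtin expression switched on by the ecdysone agonist tebufenozide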
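Stable PC12 Q103-GFP cells in serum-supplemented, phenol red-free DMEM; induction by tebufenozide at 100 nM final; compound dose series; cell viability quantified luminescently from ATP.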
Tau fluor cs = counter-screen for tau fibril formation inhibitors. tau K18 P301L Alexa594 fluorescence, heparin fibrillization. Potency, µM (titrated, usually from 57.7 µM), for the others: top-dose activity change, negative = decrease. 0.93% of 280,000 active. AID 1463; note: % is set by controls: 0 for no effect and ±100 for the full control effect; nearly all actives have a fitted effect of over 55% in size
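Human tau K18 P301L (15 uM unlabeled, 0.24 uM Alexa 594-labeled) in 100 mM sodium acetate pH 7 with 20 uM heparin, 6 hr at 37 C. ThT 30 uM added, 1 hr ambient; Alexa 594 FP and total fluorescence read at 555/632 nm.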
Numbers without * were called inactive; ? = inconclusive; · = not tested or not shown; [ ] = remark or other dose. Calls come from the whole dose curve; as a rule, active = well fitted curve in the direction sought with a large enough effect; inconclusive = small, poorly fitted or top-dose-only effect, or another doubt; inactive = no such curve, though single readings can be large; an effect the other way counts as inactive or inconclusive. Potency is the fitted concentration of half-maximal effect.

| Structure | GLA spleen mod | Tau FP inhib | aGlu spleen mod | Tau fluor cs | HTT cytoprotect | Tau ThT inhib |
| --- | --- | --- | --- | --- | --- | --- |
| COc1ccc(-c2nc3c4ccccc4n(CC(=O)Nc4ccc(C(C)=O)cc4)c(=O)n3n2)cc1 | · | -6% | · | -17% | · | -16% |
| O=C(COc1ccc(Cl)cc1)Nc1ccc(C(=O)OCc2cc(=O)n3ccsc3n2)cc1 | · | ? | · | -28% | · | -3% |
| CCc1ccc(C2=C(C)C(N3CCC(C(=O)NCc4ccc(C)o4)CC3)=NS2(=O)=O)cc1 | · | 2% | · | 2% | · | -14% |
| COc1ccc(NC(=O)CCS(=O)(=O)c2ccc3c(c2)oc(=O)n3C)cc1OC | · | -8% | · | -4% | · | -6% |
| CCOC(=O)c1c(C)[nH]c(C)c1S(=O)(=O)N1CCC(C(=O)Nc2ccc(OCC)cc2)CC1 | · | -2% | · | -9% | · | 1% |
| COc1cccc(CNC(=O)c2ccc(NC(=O)N3CCCCc4ccccc43)cc2)c1 | · | -8% | · | -3% | · | 1% |
| CCOC(=O)c1c(C)[nH]c(C)c1S(=O)(=O)N1CCN(c2cc(Cl)ccc2C)CC1 | · | ? | · | ? | · | -17% |
| CN(C)CCCn1c(-c2ccc(Cl)cc2)csc1=Nc1ccccc1 | · | -5% | · | -12% | · | ? |
| Cc1ccc(-n2ncc(C(=O)NCCc3ccccc3)c2C2CCN(C(=O)OC(C)(C)C)CC2)c(C)c1 | · | -7% | · | -17% | · | ? |
| COc1ccc2nc(N(Cc3cccnc3)C(=O)C3COc4ccccc4O3)sc2c1 (stereo not drawn) | · | -1% | · | -16% | · | ? |
| CC(NC(=O)c1c2c(nc3ccccc13)C(=O)N(C1CCCCC1)C2)c1ccccc1 (stereo not drawn) | · | -5% | · | -8% | · | -14% |
| Cc1ccc(NC(=O)CSc2ncn[nH]2)cc1C | · | 0% | · | -9% | · | -4% |
| CCOc1ccc(CNC(=O)c2cnc3sc(N4CCCCCC4)nn3c2=O)cc1OC | · | -1% | · | -4% | · | 1% |
| CC(=O)c1cc(-c2ccccc2)n(CCC(=O)NCCc2ccccc2)c1C | · | -1% | · | -7% | · | -2% |
| CCOC(=O)c1ccc2c(c1)N(CC(=O)Nc1cc(F)ccc1F)C(=O)c1ccccc1S2 | · | -8% | · | 3% | · | 8% |
| CCc1ccccc1NC(=O)c1cnc(N2CCCCC2)c2ccccc12 | · | 1% | · | -6% | · | -12% |
| Cc1noc(Cn2c(=O)c3ccccc3n(CC(=O)Nc3ccccc3C(F)(F)F)c2=O)n1 | · | 1% | · | -6% | · | 1% |
| CC(=O)c1cc(-c2ccccc2)n(CCC(=O)NC(C)c2ccccc2)c1C (stereo not drawn) | · | -9% | · | -8% | · | -5% |
| CC(=O)c1cc(-c2ccc(F)cc2)n(CC(=O)Nc2cc(C)cc(C)c2)c1C | · | -5% | · | -5% | · | -5% |
| COc1ccc(SCc2cc(=O)c3ccc(C)c(C)c3[nH]2)cc1 | · | -7% | · | 0% | · | -4% |
| CC(=O)Nc1cc(C(=O)NCc2ccc(F)cc2Cl)ccc1Sc1ccc(Cl)cc1 | · | -5% | · | -25% | · | -1% |
| CC(C)c1ccc(NC(=O)c2ccc(=O)n(Cc3ccccc3)c2)cc1 | · | -5% | · | ? | · | -13% |
| O=C(Oc1ccccc1)N1CCC2(CCCN(c3ccncc3)C2)CC1 | -2% | · | -1% | · | -30% | · |
| Clc1ccccc1-c1cncnc1NCc1cccs1 | -1% | · | 5% | · | -1% | · |
| COCCn1c(=O)c(-c2ccccc2)nc2cnc(N(C)C)nc21 | ? | · | -2% | · | -59%[inhibitor] | · |
| Cc1cnc(CNc2cc(-c3ccccc3C(F)(F)F)ncn2)cn1 | 0% | · | -2% | · | -43%[inhibitor] | · |
| CCNc1ncc2nc(-c3cccc(C#N)c3)c(=O)n(Cc3cccc(OC)c3)c2n1 | 6% | · | 6% | · | -2% | · |
| Cc1cc(=O)oc2cc(O)cc(O)c12 | -3% | · | -8% | · | -2% | · |
| COc1ccc(NC(=O)N2CCC3(CC2)CCN(C(=O)c2cc(C(F)(F)F)cc(C(F)(F)F)c2)CC3)cc1 | 7% | · | 10% | · | ? | · |
| CN(C)c1ccc(-c2cc(N(C)Cc3ccco3)ncn2)cc1 | ? | · | 4% | · | -226%[inhibitor] | · |
| O=C(O)c1cccc(Cl)c1Cl | -10% | · | 2% | · | 5% | · |
| COC(=O)N1CCC2(CCCN(Cc3ccc(C#N)cc3)C2)CC1 | 11% | · | 12% | · | 17% | · |
| CC(=O)N1CCC2(CC1)CN(c1ccncc1)C2 | 4% | · | 8% | · | -3% | · |
| COc1ccc(-c2nc3cnc(N4CCNCC4)nc3n(-c3ccccc3)c2=O)cc1 | 1% | · | -11% | · | -116%[inhibitor] | · |
| c1ccc(-c2ccc(N3CCCC4(CCNCC4)C3)cc2)cc1 | -3% | · | -3% | · | -309%[inhibitor] | · |
| Cc1cccc(CNc2ccnc(-c3ccccc3Cl)n2)c1 | -1% | · | -7% | · | -10% | · |
| CC(C)NC(=O)N1CC[C@@]2(CCCN(C(=O)c3cc(C(F)(F)F)cc(C(F)(F)F)c3)C2)C1 | -2% | · | -3% | · | 7% | · |
| Cc1c(N(C)C)c(=O)n(-c2ccccc2)n1C | -2% | · | -5% | · | ? | · |
| CC(C)NC(=O)N1CC[C@@]2(CCCN(C(=O)c3ccco3)C2)C1 | 8% | · | -4% | · | 15% | · |
| NS(=O)(=O)c1cc2c(cc1Cl)N[C@@H](C(Cl)Cl)NS2(=O)=O | -3%[29.1 µM] | · | -9%[29.1 µM] | · | ? | · |
| C[C@H](CCC(=O)O)[C@H]1CC[C@@H]2[C@H]3CC[C@H]4C[C@@H](O)CC[C@@]4(C)[C@H]3CC[C@]21C | 0%[29.1 µM] | · | -12%[29.1 µM] | · | 2%[40.3 µM] | · |
| C[C@@H]1C(=O)O[C@@H]2C[C@]34[C@H]5C[C@@H](C(C)(C)C)[C@@]36[C@@H](OC(=O)[C@@H]6O)O[C@@]4(C(=O)O5)[C@@]12O | 2%[29.1 µM] | · | -1%[29.1 µM] | · | 2%[40.3 µM] | · |
| Cn1cccc1C(=O)N1CCC2(CCCN(c3ccccn3)C2)CC1 | 8% | · | 5% | · | -66%[inhibitor] | · |
| O=C(Nc1ccccc1)N1CCC2(CCNCC2)CC1 | -3% | · | 1% | · | 20% | · |
| CC(C)CN1CCCC2(CCN(C(=O)c3cnccn3)CC2)C1 | -1% | · | -1% | · | 2% | · |
| O=c1c(CCc2ccccc2)nc2cnc(N3CCOCC3)nc2n1-c1ccccc1 | 18% | · | -6% | · | 15% | · |
| COc1cccc(Nc2ncc3nc(C)c(=O)n(CCc4ccccc4)c3n2)c1 | 0% | · | -14% | · | -43%[inhibitor] | · |
| OCC(CO)(CBr)CBr | -4% | · | 2% | · | 7% | · |
| COc1ccccc1CCn1c(=O)c(-c2cccs2)nc2cncnc21 | -6% | · | -1% | · | 24% | · |
| C[C@]1(OC(=O)/C=C\c2ccccc2)C[C@@H](O)[C@@]2(O)C=CO[C@@H](O[C@H]3O[C@@H](CO)[C@@H](O)[C@@H](O)[C@@H]3O)[C@H]21 | -10%[29.1 µM] | · | -13%[29.1 µM] | · | -1%[40.3 µM] | · |
| O=C1OCCN1/N=C\c1ccc([N+](=O)[O-])o1 | -2%[29.1 µM] | · | -1%[29.1 µM] | · | 7%[40.3 µM] | · |
| CCO[C@H]1O[C@@H]([C@H](COCc2ccccc2)OCc2ccccc2)[C@@H](OCc2ccccc2)[C@H]1O | -16%[29.1 µM] | · | -9%[29.1 µM] | · | -71%[inhibitor][17.1 µM] | · |
| O=C(c1ccncc1)N1CCC[C@@]2(CCN(Cc3ccccc3)C2)C1 | 16% | · | 1% | · | -6% | · |
| CCNc1ncc2nc(-c3cc(F)cc(F)c3)c(=O)n(CCc3ccccc3)c2n1 | 13% | · | -3% | · | -71%[inhibitor] | · |
| Cn1c(=O)c(-c2cccs2)nc2cnc(N3CCOCC3)nc21 | -24% | · | -6% | · | -36%[inhibitor] | · |
| N#Cc1ccccc1-c1ccc2ncnc(NC3CC3)c2c1 | -3% | · | -4% | · | -47%[inhibitor] | · |
| O=C(c1cc(C(F)(F)F)cc(C(F)(F)F)c1)N1CCC[C@@]2(CCN(c3ccncc3)C2)C1 | -1% | · | 7% | · | -5% | · |
| Cn1cccc1C(=O)N1CCC2(CC1)CN(C(=O)Nc1ccccc1)C2 | 10% | · | 7% | · | ? | · |
| O=C(c1csnn1)N1CCC2(CC1)CCN(c1ncccn1)CC2 | -4% | · | 2% | · | -5% | · |
| O=C(Nc1cccc(F)c1)N1CC2(CCN(C(=O)c3ccco3)CC2)C1 | -1% | · | -4% | · | -1% | · |

Reprinted at random: 4 records from the list, in no set order.
| Structure | GLA spleen mod | Tau FP inhib | aGlu spleen mod | Tau fluor cs | HTT cytoprotect | Tau ThT inhib |
| --- | --- | --- | --- | --- | --- | --- |
| O=C(Nc1ccccc1)N1CCC2(CCNCC2)CC1 | -3% | · | 1% | · | 20% | · |
| Cn1cccc1C(=O)N1CCC2(CC1)CN(C(=O)Nc1ccccc1)C2 | 10% | · | 7% | · | ? | · |
| COc1ccccc1CCn1c(=O)c(-c2cccs2)nc2cncnc21 | -6% | · | -1% | · | 24% | · |
| N#Cc1ccccc1-c1ccc2ncnc(NC3CC3)c2c1 | -3% | · | -4% | · | -47%[inhibitor] | · |

Other compounds:
| Structure | GLA spleen mod | Tau FP inhib | aGlu spleen mod | Tau fluor cs | HTT cytoprotect | Tau ThT inhib |
| --- | --- | --- | --- | --- | --- | --- |
| Cc1ccc(S(N)(=O)=O)cc1 | -10% | · | 1% | · | -5% | · |
| C[C@@H]1C[C@H]2[C@@H]3C[C@H](F)C4=CC(=O)C=C[C@@]4(C)[C@]3(F)[C@H](O)C[C@]2(C)[C@@]1(O)C(=O)CO | -1%[29.1 µM] | · | 6%[29.1 µM] | · | -60%[inhibitor][17.1 µM] | · |
| C=C1CC[C@H](O)C/C1=C/C=C1\CCC[C@]2(C)[C@H]1CC[C@H]2[C@@H](C)CCCC(C)C | 14%[29.1 µM] | · | 7%[29.1 µM] | · | -66%[inhibitor][17.1 µM] | · |
| Cn1c(=O)c(-c2ccccc2)nc2cnc(Nc3ccccc3)nc21 | 8% | · | 7% | · | -31%[inhibitor] | · |
| COc1ncc2ncc(=O)n(C[C@H]3CCCO3)c2n1 | 17% | · | -11% | · | -4% | · |
| COc1ccc(CNc2cc(-c3cccc(NS(C)(=O)=O)c3)ncn2)c(OC)c1 | 5% | · | 10% | · | -52%[inhibitor] | · |
| Cn1c(=O)c(-c2cc(F)cc(F)c2)nc2cnc(N3CCOCC3)nc21 | -3% | · | 3% | · | -1% | · |
| c1ccc(Nc2cc(-c3ccoc3)ncn2)cc1 | -1% | · | -13% | · | -50%[inhibitor] | · |
| CCOc1cc(N)c(Cl)cc1C(=O)NCC1CN(Cc2ccc(F)cc2)CCO1 (stereo not drawn) | 13% | · | 21% | · | -10% | · |
| COc1ccc(-c2nc3cnc(N4CCNCC4)nc3n(C3CC3)c2=O)cc1 | 8% | · | 3% | · | -14% | · |
| CCCCC[C@H](O)/C=C\[C@@H]1[C@H](O)CC(=O)[C@@H]1CCCCCCC(=O)O | 1%[29.1 µM] | · | 8%[29.1 µM] | · | -5%[40.3 µM] | · |

These rows are one share of the data; count on the stated rates, not on these rows.
